# Screens (PubChem)
# BCR signal inh: blocks chronic active B-cell receptor signaling; hit rate 0.05% among 340,000; AID 493014; Potency, µM (titrated, usually from 46.1 µM), without a hit: at the highest dose ratio change, negative = lower green/red ratio, actives largely listed as inhibitors; ABC-DLBCL IkBa-CBG/CBR reporter, luminescence ratio, 4 h; active = well fitted inhibition curve with a large enough effect in the signal ratio, with a control signal flat, not every such curve was filed as active; inconclusive = small, poorly fitted or top-dose-only effect, or effect the other way, or a change in a side signal; the % refers to the signal ratio;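 also: potency is read from the fitted curve at half-maximal effect; plate controls were basal doxycycline-induced cells for no effect and cells given 10 µM MG132 for full effect; MG132 reads +100%, hits lower the ratio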
#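 TMD8 human ABC-DLBCL cells with doxycycline-inducible IκBα–green luciferase fusion and unfused red luciferase, in 0.5% FBS medium; compounds up to 46 uM, 4 h at 37C. Green/red luminescence ratio, filter-overlap corrected, fitted to concentration-response curves.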
# TSHR antagonist: human thyrotropin receptor antagonism; hit rate 0.2% among 330,000; TSHR-expressing cells, TSH-stimulated cAMP HTRF, 2 h; active compounds read low; AID 504810; P16473; activity change, negative = inhibition, % at 11.5 µM;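 active = activity change below a set negative limit, meaning inhibition stronger than a set level, cut at about -70% in these data; inconclusive = activity change between two set negative limits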; also: % is scaled to controls: 0 for no effect and ±100 for the full control effect
#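 Freshly harvested TSHR cells receive pin-tooled compound, then EC80 TSH at 4nM final. After 2 hours at 37 deg C, antibody in lysis buffer and cAMP-d2 are added; 30 minutes at ambient temperature precede the HTRF read.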
# hERG WT inh: KCNH2 (human, wildtype) channel inhibition; hit rate 0.37% among 340,000; activity change, % at 1.84 µM; U2OS, BacMam KCNH2, thallium flux FluxOr; active compounds read low;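 active = maximum activity change below -70%; inconclusive = maximum activity change between -70% and -50%; inactive = maximum activity change above -50%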; also: % is scaled to controls: 0 for no effect and ±100 for the full control effect
# Target sequence (Q12809 whole entry, looked up): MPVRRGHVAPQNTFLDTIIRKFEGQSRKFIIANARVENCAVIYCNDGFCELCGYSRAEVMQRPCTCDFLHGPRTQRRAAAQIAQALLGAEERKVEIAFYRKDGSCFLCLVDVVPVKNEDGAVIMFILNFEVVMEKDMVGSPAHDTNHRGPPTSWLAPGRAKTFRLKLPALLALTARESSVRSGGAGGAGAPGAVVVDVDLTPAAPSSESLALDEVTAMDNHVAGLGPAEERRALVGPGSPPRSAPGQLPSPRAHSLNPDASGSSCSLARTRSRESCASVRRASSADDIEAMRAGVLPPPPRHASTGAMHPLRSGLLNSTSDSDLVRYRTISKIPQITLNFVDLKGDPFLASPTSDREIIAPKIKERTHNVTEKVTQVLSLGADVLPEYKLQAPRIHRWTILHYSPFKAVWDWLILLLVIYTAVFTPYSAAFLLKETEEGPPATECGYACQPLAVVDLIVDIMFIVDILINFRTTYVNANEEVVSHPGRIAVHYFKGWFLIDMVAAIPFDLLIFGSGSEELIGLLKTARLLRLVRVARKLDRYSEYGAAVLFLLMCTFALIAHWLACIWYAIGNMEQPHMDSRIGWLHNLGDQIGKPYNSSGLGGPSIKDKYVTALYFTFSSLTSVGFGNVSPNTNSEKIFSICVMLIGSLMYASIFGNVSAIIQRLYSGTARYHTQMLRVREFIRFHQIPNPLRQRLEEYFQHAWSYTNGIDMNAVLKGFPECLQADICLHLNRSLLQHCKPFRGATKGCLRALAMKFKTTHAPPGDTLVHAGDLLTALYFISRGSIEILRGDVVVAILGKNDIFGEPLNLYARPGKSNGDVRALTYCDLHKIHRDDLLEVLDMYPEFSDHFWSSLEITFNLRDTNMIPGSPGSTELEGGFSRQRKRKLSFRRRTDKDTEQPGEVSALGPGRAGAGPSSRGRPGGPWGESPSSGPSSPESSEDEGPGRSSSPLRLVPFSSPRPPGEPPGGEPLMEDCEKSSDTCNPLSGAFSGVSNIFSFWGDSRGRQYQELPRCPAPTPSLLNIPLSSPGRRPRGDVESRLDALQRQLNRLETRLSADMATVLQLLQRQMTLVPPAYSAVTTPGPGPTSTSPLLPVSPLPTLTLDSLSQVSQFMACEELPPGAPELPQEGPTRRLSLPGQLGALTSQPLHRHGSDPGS
#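 U2OS cells were transduced with wild-type KCNH2 virus (2.03 x 10^8 / mL) for 4 h at room temperature, then cultured overnight at 37 C. Thallium flux was read with FluxOr dye. Rate constants were normalized to DMSO controls.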
# CXXC DNA block: MLL CXXC-DNA interaction inhibition; MLL-CXXC / FITC-HOXA9 DNA fluorescence polarization; Potency, µM (top dose mostly 115 µM), inactives show at the top dose activity change, negative = inhibition, hits mostly inhibitors; hit rate 0.037% among 290,000; AID 2662; active = well fitted inhibition curve with a large enough effect in the polarisation, with a control signal flat, not every such curve was filed as active; inconclusive = small, poorly fitted or top-dose-only effect, or effect the other way, or a change in a side signal; inactive = no such curve, though single readings can be large or run the other way; the % refers to the polarisation; also: potency is read from the fitted curve at half-maximal effect
#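 Steps: dispense CXXC domain solution (7 uM) → pin compounds or unlabeled HOX-A9 DNA control → 5 min ambient → add FLSN-HOX-A9 solution (50 nM) → spin → 30 min ambient → fluorescence polarization. Tris pH 7.5/NaCl/DTT/BSA buffer.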
# A-T KAP1 phos: candidate therapy for ataxia-telangiectasia | […] A-T fibroblasts, KAP-1 phosphorylation AlphaLISA; neocarzinostatin DNA damage 30 min before lysis | Potency, µM (titrated, usually from 57.5 µM), for inactives: top-dose activation, most hits filed as activators | hit rate 0.19% among 320,000; also: potency is read from the fitted curve at half-maximal effect; % of control where 0% means no effect; nearly all actives have a fitted effect of over 45% in size
#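 ATM-like activity read as KAP-1 phosphorylation via AlphaLISA donor/acceptor antibody pairs after lysis and 6 hr at 25C. Cells were ATM-null patient fibroblasts ([…], hTERT), dosed 60 min, then exposed to the DSB inducer NCS for 30 min.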
# Giardia kill: kills Giardia lamblia | AID 540267 | activity change, % at 7.66 µM, hits read low | Giardia lamblia trophozoite viability | hit rate 0.15% among 340,000; in the data active = activity change below about -80%; inconclusive = between about -30% and that limit;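 also: parasites exposed to compound for two days anaerobically before the ATP read; % is scaled to controls: 0 for no effect and ±100 for the full control effect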
#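 Giardia trophozoites, 100 cells per well, were exposed to compounds for 48 hrs at 37 deg C under anaerobic conditions; viability was then read as ATP content by bioluminescence after 15-30 min at room temperature.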
# TCR act: activates T cell receptor signaling; primary human leukocytes, anti-CD3, IL-2 HTRF, 48 h; Potency, µM (doses to about 9.22 µM), without a hit: at the highest dose activation of IL-2 secretion, actives largely listed as activators; 330,000 tested, under 10 active; also: % of control where 0% means no effect
#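 Readout: HTRF IL-2, Eu-cryptate/d2 antibody pair, 320nm excitation, 665nm emission. Stimulus: a-CD3 beads, no co-stimulation. Cells: primary human leukocytes. Exposure: 48 hr with compound.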
# GALK inh: inhibitors of human galactokinase | hit rate 0.007% among 270,000 | Potency, µM (highest dose often 57.5 µM), without a hit: top-dose activity change, negative = inhibition, actives largely listed as inhibitors | Purified GALK, Kinase-Glo residual ATP luminescence | P51570 | AID 1868; also: potency is read from the fitted curve at half-maximal effect; % is scaled to controls: 0 for no effect and ±100 for the full control effect
#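 GALK at 5 nM final was combined with compound, 35 uM ATP and 100 uM galactose in HEPES pH8.0 with MgCl2 and DTT. The reaction ran one hour at room temperature before luminescent ATP detection.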
# Tb PFK block: inhibitors of T. brucei phosphofructokinase. T. brucei PFK, ADP-Glo luminescence. Potency, µM (series often up to 57.5 µM), for inactives: at the top dose activity, negative = inhibition, hits mostly inhibitors. hit rate 0.17% among 330,000. AID 485367;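 also: potency is read from the fitted curve at half-maximal effect; 0% = uninhibited 1x PFK enzyme wells and -100% = no-enzyme wells; nearly all actives have a fitted effect of over 60% in size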
#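 1.25 nM PFK with 0.5 mM F6P and 0.1 mM ATP in 0.1 M TEA pH 8.0, 5 mM MgCl2, incubated 45 min at room temperature; ADP measured by ADP-Glo luminescence; compounds titrated up to 57 uM.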
# Coupling enz: counter-screen for Giardia aldolase inhibitors: coupling enzyme system; coupling enzyme system counterscreen, AmpLite Red fluorescence; hit rate 0.67% among 290,000; activity change, negative = inhibition, % at 58.2 µM, hits read low; AID 2472; in the data active = activity change below about -30%; also: % is scaled to controls: 0 for no effect and ±100 for the full control effect
#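 First, compound is pin-transferred into glyceraldehyde-3-phosphate coupling-enzyme reagent at 57.5 uM final and held 10 min at RT. Next, substrate, coupling system and AmpLite Red are added. After 20 min RT, fluorescence (525/598 nm) is read.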
# An asterisk follows results filed as active; ? = inconclusive; / = not tested or not shown; & = joins results of further samples; [ ] = remark or other dose. Unless noted, calls follow the shape of the dose curve; as a rule, active = well fitted curve in the direction sought with a large enough effect; inconclusive = small, poorly fitted or top-dose-only effect, or another doubt; inactive = no such curve, though single readings can be large; an effect the other way counts as inactive or inconclusive.
SMILES,BCR signal inh,TSHR antagonist,hERG WT inh,CXXC DNA block,A-T KAP1 phos,Giardia kill,TCR act,GALK inh,Tb PFK block,Coupling enz
CCN(CC)CCNC(=O)c1ccc(NC(=O)Cc2ccccc2F)cc1,-8%,0,13,-2%,-1%,1,1%,1%,-4%,0
O=C(Nc1ccccc1)Oc1ccccc1N1CCOCC1,6%,6,6,1%,0%,-13,1%,-3%,1%,0
Fc1ccc(NC(=S)NC2CCCCC2)c(F)c1F,9%,-5,-13,2%,2%,1,-6%[46.1 µM],-1%,-22%,5
Cc1ccc(S(=O)(=O)N2CCC(C(=O)NCCCN3CCCC3=O)CC2)cc1C,-1%,-4,-5,0%,15%,-7,-2%,-1%,2%,/
Cc1oc2c(CN3CCCC(C)C3)c(O)ccc2c(=O)c1-c1ccccc1 (configuration not stated),?,-7,-4,2%,4%,4,11%,-2%,-9%,0
COc1cc(OC)cc(C(=O)Nc2ccc(-c3nc4ccccc4o3)cc2)c1,5%,-33,-44,1%,2%,-18,10%,-2%,0%,0
COc1cc(CN2CCNC(=O)C2CC(=O)N(C)Cc2cccnc2)cc(OC)c1 (configuration not stated),1%,8,/,12%,2%,-2,4%,4%,-1%,0
Cc1ccc(C)c(N(C(=O)c2csnn2)C(C(=O)NC2CCCC2)c2ccncc2)c1 (configuration not stated),6%,-1,7,-1%,0%,-2,-2%,-1%,4%,4
CCN1CCN(c2ccc(N=Cc3ccc(O)cc3O)cc2)CC1,-12%,-12,-14,-7%,1%,-9,4%,5%,-11%,-4
CCOC(=O)C1CCN(C(=O)CCc2nnc3ccc(N4CCC(C)CC4)nn23)CC1,2%,-15,-9,-5%,-11%,29,-3%,0%,0%,2
CCCNc1nc(OCC(F)(F)F)nc(OCC(F)(F)F)n1,-20%,-10,1,1%,-1%,10,10%,-1%,1%,-1
COc1ccc(OC)c2sc(NC(=O)CCSc3ccccc3)nc12,?,12,-5,-3%,8%,17,-4%,0%,-12%,-10
CO/N=C(\c1nonc1N)N1CCN(c2ccc([N+](=O)[O-])cc2Cl)CC1,-4%,-8,-1,8%,13%,14,2%,-2%,0%,-2
OCCOc1ccc(C2=NCCO2)cc1,-10%,4,-31,6%,5%,-24,-3%,0%,2%,1
CC(=O)Nc1sc(C)c(C)c1CN1CCN(S(=O)(=O)c2ccccc2)CC1,?,10,-13,-6%,-9%,-2,2%,1%,-4%,2
CCN/N=C(\Cc1nc2ccccc2[nH]1)c1ccccc1,?,1,4,0%,-2%,-2,-2%,13%,1%,1
CN(C)CCNc1nc2c(c(=O)[nH]c(=O)n2C)n1CC(O)COc1ccc(Cl)cc1Cl (configuration not stated),-2%,18,0,7%,0%,5,-9%,3%,-11%,2
Cc1ccc2c(COC(=O)C34CC5CC(CC(C5)C3)C4)cc(=O)oc2c1,2%,-8,0,-10%,-2%,-15,-9%[46.1 µM],-1%,-4%,-2
COc1cccc(/C=C/C(=O)c2c(O)cc(C)oc2=O)c1O,?,-11,9,?,/,-2,-1%,-3%,-8%,-2
CCC(=O)NNc1nc2c(C)c(C)ccc2s1,1%,3,7,0%,0%,?,10%,10%,-1%,2

# 3 of the entries above in order of the CXXC DNA block value, smallest number first.
compound	BCR signal inh	TSHR antagonist	CXXC DNA block	TCR act	GALK inh	Tb PFK block
CCN/N=C(\Cc1nc2ccccc2[nH]1)c1ccccc1	?	1	0%	-2%	13%	1%
CCCNc1nc(OCC(F)(F)F)nc(OCC(F)(F)F)n1	-20%	-10	1%	10%	-1%	1%
OCCOc1ccc(C2=NCCO2)cc1	-10%	4	6%	-3%	0%	2%

# Carrying on:
SMILES,BCR signal inh,TSHR antagonist,hERG WT inh,CXXC DNA block,A-T KAP1 phos,Giardia kill,TCR act,GALK inh,Tb PFK block,Coupling enz
Cc1ccc2cc(CCNC(=O)c3ccc4c(c3)OCO4)c(=O)[nH]c2c1,-17%,1,8,11%,-4%,16,-10%,0%,3%,-1
O=C(CS(=O)(=O)c1ccccc1)NCc1ccc(Cl)cc1,4%,-15,-2,-16%,7%,2,4%,5%,-5%,/
CC(C)(C)C(=O)N1CCN(c2ccc(NC(=O)c3ccc([N+](=O)[O-])o3)cc2)CC1,?,24,5,8%,0%,-81*,1%,-2%,6%,0
COc1ccc(S(=O)(=O)Nc2ccc(-c3ccc4nncn4n3)cc2)c(OC)c1,-15%,-10,-3,/,12%,10,2%,/,0%,/
Cc1nc2nc[nH]n2c(=O)c1CCOC(=O)c1c(F)cccc1F,-1%,10,7,-4%,1%,-10,-2%,1%,-2%,5
Cc1oc(-c2ccc3c(c2)OCCO3)cc1C(=O)NC(CCC(=O)O)C(=O)O (configuration not stated),?,-10,-2,4%,-8%,-16,0%,0%,13%,12
Cc1c(-n2c(SCC(N)=O)nc3ccccc3c2=O)c(=O)n(-c2ccccc2)n1C,-6%,6,10,14%,0%,-3,3%,1%,-3%,-3
O=C1c2cccc3cccc(c23)C(=O)N1CCCSc1ncn[nH]1,-18%,3,-5,-16%,1%,-2,16%,2%,8%,4
CCN(CC)S(=O)(=O)c1ccc(Cl)c(NC(=O)COC(=O)c2cccn2C)c1,?,-17,52,2%,13%,-15,-1%,7%,-4%,-6
Cc1ccc(S(=O)(=O)Nc2ccc(N3CCCCC3)cc2)cc1,-1%,-9,3,-2%,6%,21,8%,1%,-13%,-3
CCCCOC(=O)CSc1nc(N)c(C#N)c(-c2ccc(OC)cc2)c1C#N,3%,-24,10,6%,-1%,1,6%,-1%,2%,-6
CC(=O)/C(=N\Nc1ccccc1Cl)Sc1nnc(-c2ccccc2)n1-c1ccccc1,3%,3,-7,10%,1%,5,0%[46.1 µM],-1%,-8%,4
Cc1cc(C)nc(N/N=C/c2ccco2)n1,?,5,-3,7%,2%,4,-3%,0%,-1%,2
CC(C)CC(OC(=O)c1nsc(Cl)c1Cl)C(=O)NCc1cccs1 (configuration not stated),22%,-6,-10,-1%,/,-5,5%[46.1 µM],0%,-1%,-2
CCOC(=O)Cn1c(C(C)=O)nc2ccccc21,4%,2,3,1%,-1%,29,-2%[46.1 µM],-1%,0%,-1
COC(=O)c1cccc(C23CC4(C2)[C@H](CN(Cc2cccnc2)[C@@H]4c2ccccc2)C3c2ccc(C(F)(F)F)cc2)c1 (some centres not stated),14%,5,/,9%,45%,-26,-2%,-2%,4%,-3&-1
CCOC(=O)c1c(CN(CC)CC)n(C)c2cc(Br)c(O)cc12,18%,2,-3,15%,0%,-8,-2%,1%,-4%,-10
Cc1ccc(F)c([C@H]2[C@H]3C=CC[C@@H](C)[C@@H]3C(=O)N2Cc2ccccc2)c1,-10%,-1,-1,-1%,0%,18,2%,4%,1%,7
CCC(C)Sc1nc(C)nc2c1c(=O)n(C)c(=O)n2C (configuration not stated),11%,-7,-2,-20%,-3%,7,3%,1%,-3%,2
CCc1ccc(NC(=O)c2ccc3ncsc3c2)cc1,?,-8,/,2%,2%,/,/,0%,0%,/
Cc1ccccc1NC(=O)COc1cccc2c1CCNC2=O,-13%,-7,0,/,8%,-4,3%,/,1%,/
O=C1Nc2ccc(F)cc2C12Nc1ccccc1-c1nnc(SCc3ccccc3)nc1O2 (configuration not stated),?,-10,-1,?,-11%,-8,5%,-2%,-8%,-11
CN(C(=O)c1ccc(Cl)c(S(=O)(=O)N2CCOCC2)c1)c1ccccc1C(=O)O,2%,-1,0,-1%,2%,-5,9%,5%,-2%,0
COc1cc2[nH]c(=S)n(CCCN3CCOCC3)c(=O)c2cc1OC,0%,5,16,-4%,0%,12,0%,-3%,0%,3
C[C@H](CO)N1C[C@H](C)[C@@H](CN(C)S(C)(=O)=O)Oc2c(NC(=O)Cc3ccccc3)cccc2C1=O,0%,-4,3,/,6%,-6,-2%,/,-1%,/
NC(=O)C1CCN(C(=O)COc2ccc3c4c(c(=O)oc3c2)CCCC4)CC1,3%,-9,-6,9%,4%,19,6%,/,2%,1
CC(C)(C)c1cc(Cl)c(O)c(NC(=S)NC(=O)c2cccnc2)c1,-3%,-4,/,-3%,1%,-3,12%,0%,-5%,1
CC1=[N+](C)N(c2ccccc2)C(=O)C1N=Cc1c(Cl)cccc1Cl (configuration not stated),?,11,2,6%,-4%,6,1%[46.1 µM],-1%,-6%,0
COCCNC(=O)c1csc2c1CCCC2,0%,2,7,-2%,2%,6,4%,-1%,-3%,-2
CCOC(=O)/C(C#N)=C/c1ccc(-c2ccsc2C(=O)OC)o1,-8%,-2,23,?,-3%,4,0%,1%,-1%,1
CC(c1ccccc1)C1CC(=O)N(CC(=O)O)C1=O (configuration not stated),?,3,0,-1%,7%,-20,0%,2%,-2%,5
O=c1[nH]c(CN2CCN(c3ccc(O)cc3)CC2)nc2scc(-c3ccc(Cl)cc3)c12,?,-27,5,9%,2%,1,3%,-3%,-6%,-10
CC(C)n1c(=O)[nH]c2ccccc21,-1%,3,-2,4%,1%,18,/,9%,3%,2
